Screens (PubChem)
KLK7 zymogen act = proKLK7 (human) activation, primary screen. P49862. purified proKLK7, EDANS-DABCYL substrate fluorescence; 100% is mature enzyme control, 0% vehicle. activation, % at 7 µM. 370,000 tested, 0.9% active. AID 652039;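 active = activation above the mean of all tested compounds plus 3 SD, computed per campaign excluding outliers beyond control limits, cut at about 13% in these data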
Target sequence (P49862 whole entry, looked up): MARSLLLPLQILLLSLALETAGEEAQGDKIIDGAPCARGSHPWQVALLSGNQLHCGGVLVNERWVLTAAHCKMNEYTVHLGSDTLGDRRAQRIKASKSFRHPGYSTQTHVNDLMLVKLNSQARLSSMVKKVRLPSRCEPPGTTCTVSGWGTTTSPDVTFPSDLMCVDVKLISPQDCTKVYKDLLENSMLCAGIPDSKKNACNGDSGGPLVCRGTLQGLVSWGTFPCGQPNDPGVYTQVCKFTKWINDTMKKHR
ADAM17 inh = inhibits human ADAM17 | P78536 | recombinant ADAM17, EDANS/DABCYL FRET peptide cleavage | inhibition, % at 6.95 µM | 370,000 tested, 0.83% active | AID 720648;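 active = inhibition above the mean of compounds lying between control limits plus 3 SD, set per campaign, cut at about 8.5% in these data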;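 note: 0% = DMSO-only wells as the low control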
ADAM10 inh = ADAM10 inhibition, QFRET primary screen. recombinant ADAM10, EDANS/DABCYL FRET peptide cleavage, 3 h. inhibition, % at 7 µM. 370,000 tested, 0.62% active. O14672;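 active = inhibition above a per-campaign cutoff equal to the mean of compounds falling between control-based bounds plus 3 SD, cut at about 20% in these data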;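 note: 0% = DMSO wells while the 100% control is not disclosed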
DDE Tn6 FP inh = inhibitors of Tn6 peptide binding to human fibrin DD(E); P02675; Fibrin DD(E) TRITC-Tn6 fluorescence polarization displacement; inhibition, % at 8.3 µM; 370,000 tested, 0.21% active; AID 720509;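 active = inhibition above a per-campaign cutoff: mean of compounds within control limits plus 3 SD, cut at about 15% in these data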;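 note: 0% = median of all compound wells on the plate and 100% = blocking peptide control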
ARFGAP1 inhibitor = inhibitors of rat ARFGAP1 | 360,000 tested, 0.26% active | Arfgap1-stimulated ARF1 GTP hydrolysis, GDP FP detection | inhibition, % at 16.5 µM | Q62848;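 active = inhibition above a per-plate limit, mean inhibition of low control wells plus 3 SD, cut at about 25% in these data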;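 note: 0% = DMSO wells with enzyme and 100% = wells lacking Arfgap1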
Target sequence (Q62848 1-136 limits assumed): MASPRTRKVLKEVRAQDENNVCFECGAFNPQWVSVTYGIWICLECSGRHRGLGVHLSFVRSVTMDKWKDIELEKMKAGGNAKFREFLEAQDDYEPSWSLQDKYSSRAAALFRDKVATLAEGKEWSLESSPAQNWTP
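System: truncated rat Arfgap1 GAP domain / Medium: HEPES-based buffer, pH 7.5 / Also added: N-terminally truncated human ARF1-GTP substrate / Incubation: enzyme reaction 120 min at 25 °C after 20 min preincubation / Measured by: FP of antibody-bound GDP Alexa 633 tracer, ex 620/em 688 nm / Replicates: singlicate, each compound tested once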
Tn7 DDE FP = inhibitors of Tn7 peptide binding to human fibrin DD(E) | 370,000 tested, 0.13% active | AID 720508 | FP displacement of FITC-Tn7 peptide from fibrin DD(E); 0% = median of compound wells per plate | P02675 | inhibition, % at 8.3 µM;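 active = inhibition above the mean of compounds falling within the control limits plus 3 SD of them, cut at about 14% in these data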;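 note: 0% = plate median of compound wells and 100% = 10 µM Aha-Tn7 peptide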
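Assay system: Human clot-derived fibrin DD(E) complex | Buffer or medium: Tris/NaCl/CaCl2 buffer, pH 7.8 | Repeats: One replicate per compound | Benchmarks: Aha-Tn7 high control | Measure: % inhibition scaled between sample-field median and high-control FP | Schedule: 10 min plus 3 h, room temperature | Signal: Fluorescence polarization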
TDP2 absorb = blocks human TDP2 phosphodiesterase activity | O95551 | recombinant TDP2, T5PNP hydrolysis, p-nitrophenol absorbance 415 nm | inhibition, % at 12.8 µM | 370,000 tested, 0.34% active | AID 720702;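 active = inhibition above the mean of all tested compounds plus 3 SD, set per campaign, cut at about 25% in these data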;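 note: 0% = DMSO with enzyme and 100% = buffer with substrate but no TDP2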
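Test system: human TDP2 enzyme; Input: 120 nM TDP2 per well; Buffer or medium: Mg2+-containing Tris-HCl buffer, pH 7.5; Reagent: 5 mM T5PNP; Dosing: 12.8 µM single point, 1% DMSO; Incubation: reaction 2 h, 37 °C; Detection: p-Nitrophenol epi absorbance; Read-out: % inhibition relative to enzyme-containing and enzyme-free wells; Replicates: single well per compound.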
PLC-gamma1 inh = inhibitors of human phospholipase C gamma1 | P19174 | purified PLC-gamma1, fluorogenic substrate, fluorescence | inhibition, % at 12.2 µM | 370,000 tested, 0.84% active | AID 720700; in the data active = inhibition above about 9.5%
LEDGF integ inh = blocks HIV-1 LEDGF/p75-dependent DNA integration; 370,000 tested, 0.64% active; TR-FRET IN-LEDGF/p75 DNA integration, Eu/Cy5; inhibition, % at 3.7 µM;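 active = inhibition above the screen-wide mean plus 3 SD, cut at about 13% in these data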;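 note: signal is the Cy5 over europium emission ratio at 671 and 618 nm; 0% = plate median of compound wells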
ASAP1 GAP inh = inhibitors of human ASAP1 ArfGAP activity | inhibition, % at 16.5 µM | Q9ULH1 | ASAP1-stimulated ARF1 GTP hydrolysis, GDP FP detection | AID 624377 | 360,000 tested, 0.19% active; in the data active = inhibition above about 25%;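 note: 0% = vehicle with enzyme and substrate and 100% = no enzyme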
Target sequence (Q9ULH1 325-724 limits assumed): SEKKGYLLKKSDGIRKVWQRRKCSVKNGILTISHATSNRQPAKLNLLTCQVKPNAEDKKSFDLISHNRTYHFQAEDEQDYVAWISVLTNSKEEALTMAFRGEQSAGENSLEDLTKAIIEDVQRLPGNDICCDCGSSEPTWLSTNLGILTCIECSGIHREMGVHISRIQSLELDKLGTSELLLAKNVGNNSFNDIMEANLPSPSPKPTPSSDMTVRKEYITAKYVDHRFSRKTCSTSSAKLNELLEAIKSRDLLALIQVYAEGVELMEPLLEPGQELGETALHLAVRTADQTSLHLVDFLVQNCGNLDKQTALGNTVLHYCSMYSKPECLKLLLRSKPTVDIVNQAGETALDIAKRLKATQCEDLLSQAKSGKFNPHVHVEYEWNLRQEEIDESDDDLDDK
Numbers without * were called inactive; i = inactive; / = no result given.

SMILES	KLK7 zymogen act	ADAM17 inh	ADAM10 inh	DDE Tn6 FP inh	ARFGAP1 inhibitor	Tn7 DDE FP	TDP2 absorb	PLC-gamma1 inh	LEDGF integ inh	ASAP1 GAP inh
O=C(Nc1scc(-c2ccccc2)c1C(=O)O)c1ccccc1Cl	0.2	2	2	0	5	-4	-3	-16	8	5
O=C(NCC1CC1)Nc1cccs1	0.1	-2	-1	-4	-4	-2	13	-1	1	-14
Cc1ccc(C23CC4CC(CC(CN)(C4)C2)C3)cc1	-0.3	0	3	7	8	7	0	0	0	3
O=C(NCC(c1ccco1)N1CCCC1)c1sc2cc(F)ccc2c1Cl (stereo unspecified)	-0.1	1	5	-7	-3	-2	-1	2	2	18
O=C(NNc1nc2ccccc2s1)Nc1ccc(F)cc1	0.2	-4	-8	1	-6	4	1	-5	-3	-9
COc1ccccc1OCC(=O)N1CCNC1=O	0.3	1	-10	4	12	4	-5	1	0	-6
CC(C)NC(=O)c1cc2nc(-c3ccco3)cc(C(F)(F)F)n2n1	12	-83	-255	-3	12	3	-9	-435	-1	-11
CC1CCN(c2nc3c(c(=O)n(C)c(=O)n3C)n2CCSc2ncccn2)CC1	-0.1	-3	-13	-1	6	5	2	3	-2	12
c1ccc2c(c1)N1CCN=C1N2CCN1CCCCC1	0.5	-1	8	-6	-4	2	-1	2	1	-1
O=C(COC(=O)c1cncc(Br)c1)NCc1ccccc1Cl	-0.2	-6	-5	-7	2	7	7	-2	-1	-7
C/C=C/C=C/C(=O)c1cc(C)c(OC(=O)CNC(=O)OC(C)(C)C)c(C)c1O	2.1	-5	-25	5	-4	7	4	-12	3	6
CCc1ccc(S(=O)(=O)N2CCCC(N3CCN(c4ccc(OC)cc4)CC3)C2)cc1 (stereo unspecified)	0.7	-5	-6	-5	9	2	0	-1	0	18
COc1ccc(C(=O)NCC(=O)OCC(=O)NCCC2=CCCCC2)cc1	-1.0	-3	-3	0	-2	-3	5	1	2	9
COc1ccc(N(CC(=O)NC2CCCC2)S(=O)(=O)c2ccc(NC(C)=O)cc2)cc1	0.0	0	-2	1	7	-5	-1	2	4	10
COc1ccc(C)c(-n2c(N)cc(=O)n(Cc3ccccc3)c2=O)c1	0.3	0	2	4	-3	-5	7	1	2	4
CCCc1nnc(NC(=O)C2CCN(C(=O)C3CC(=O)N(c4ccc(C)cc4)C3)CC2)s1 (stereo unspecified)	-0.3	1	16	3	1	-1	-8	6	-3	-7
CCn1c2c(c3cc(C(=O)O)ccc31)CCCC2=O	2.4	-31	-86	4	1	-2	2	-94	3	-11
Cc1ccc(NC(=O)COc2cccc(-n3cnnn3)c2)cc1[N+](=O)[O-]	0.6	1	9	-5	2	8	-3	0	0	5
Cc1cc(C)cc(Oc2coc3c(CN(C)C)c(O)ccc3c2=O)c1	71*	i	i	2	7	2	-3	i	1	-2
O=C(Cn1[nH]c(=O)c2ccccc2c1=O)OCC(=O)N1CCc2ccccc2C1	-0.8	0	2	5	6	4	1	1	-3	-12
C[C@H]1CN([C@@H](C)CO)C(=O)c2cc(C3=CCCC3)cnc2O[C@@H]1CN(C)C(=O)c1ccncc1	0.6	2	-2	7	-14	8	-3	0	-14	8
N#Cc1nc(COc2ccccc2)oc1NCCN1CCOCC1	0.1	-2	12	3	-7	8	-13	-3	-2	-2
CCCC(c1nnnn1CCc1ccccc1)N1CCN(C2CCCC2)CC1 (stereo unspecified)	0.6	-1	3	7	1	-4	-6	1	-3	-7
O=C(c1cccc(C(F)(F)F)c1)N1CC[C@H]2[C@H](CCCN2Cc2ccc(F)cc2)C1	0.0	-2	-7	3	/	4	-5	-1	-2	/
Fc1cccc(Cc2c(-c3cccc(Cl)c3)nc3ccc(Br)cn23)c1	-0.5	-1	2	1	-9	2	8	-6	0	-15

Following part.
SMILES	KLK7 zymogen act	ADAM17 inh	ADAM10 inh	DDE Tn6 FP inh	ARFGAP1 inhibitor	Tn7 DDE FP	TDP2 absorb	PLC-gamma1 inh	LEDGF integ inh	ASAP1 GAP inh
COc1ccc2nc(NC(=O)Nc3cccc4ccccc34)sc2c1	-1.9	-11	-24	-10	4	-3	10	-10	0	-1
Cc1ccc(C(C(=O)NC2CCCC2)N(Cc2ccco2)C(=O)CCC(=O)Nc2ccccn2)cc1 (stereo unspecified)	-0.6	-3	-3	-3	-13	3	1	-1	3	-12
O=C(C[n+]1cc(Br)cc(Br)c1)c1ccccc1	0.3	-2	-2	4	3	6	2	-2	-1	-11
COc1ccc(/C=C(\C#N)C(=O)OCC(=O)Nc2c(C)cccc2C)cc1	0.3	-5	-5	1	1	-3	2	-2	4	2
CCCS(=O)(=O)N1CCCC(C(=O)NCCCN(CC)c2cccc(C)c2)C1 (stereo unspecified)	-0.8	0	-5	2	8	-9	0	-1	3	-14
COc1ccccc1CCn1cnc(Cc2ccccc2)c1C(C)C	1.0	-2	-19	10	-6	8	-5	-4	6	-3
Cc1ccc(/C=N/NC(=O)CCn2nc(C)cc2C)c(C)c1	0.2	-5	-8	2	0	6	-4	-1	3	-3
Cn1c(N)c(C(=O)COc2ccc(C#N)cc2)c(=O)n(C)c1=O	-0.6	-6	4	-2	-13	6	-14	4	4	11
CN(CC(=O)Nc1cccc(F)c1)C(=O)CNC(=O)Cc1cccc2ccccc12	0.4	-1	0	-3	0	2	2	0	3	-2
Cc1ccc(Nc2ncnc(Cl)c2N)cc1	-0.1	-2	0	-10	-1	-1	10	2	12	-3
NC(=O)C[C@H]1NC(=O)[C@H](CCC(=O)O)NC(=O)c2cc([N+](=O)[O-])cc(I)c2NCCC[C@@H](C(N)=O)NC1=O	0.1	2	9	4	-3	3	-7	-1	-2	9
CCCn1c(NC(=S)Nc2ccccc2)nc2ccccc21	0.0	-1	-12	-4	10	-2	-7	-15	0	-2
COP(=O)(O)CNC(=O)OCc1ccccc1	-0.1	2	14	-2	/	2	-6	2	3	/
CCc1ccc(Nc2ccc(C(N)=O)cc2[N+](=O)[O-])cc1	0.2	7	10	-7	-6	-10	-26	8	1	2
Nc1cc(C(=O)OCC(=O)Nc2ccc(N3CCOCC3)cc2)ccc1Cl	1.3	-17	-27	-6	14	-1	-3	-22	1	18
Cc1nc2ccccc2c(=O)n1CC(=O)N1CCOCC1	0.6	0	1	9	-10	5	-1	4	-1	-6
Cc1ccc(S(=O)(=O)CCc2nnc(NC(=O)CCl)s2)cc1C	0.0	1	7	1	13	0	-16	4	-7	-1
Oc1ccccc1N=Cc1sc2ccccc2c1Cl	-1.1	-2	-5	2	7	-5	10	-3	6	-1
COc1ccc([N+](=O)[O-])cc1NC(=S)NC(=O)C(C)(C)C	-0.9	3	4	8	-2	4	-11	6	-2	-5
COC(=O)c1nn(-c2ccccc2)c(Sc2ccc(C)cc2)c1/C=N/O	0.5	-1	-2	-1	-4	-3	-5	3	3	10
CCC(Oc1ccccc1C)C(=O)Nc1ccc(S(=O)(=O)Nc2cc(C)on2)cc1 (stereo unspecified)	-0.8	-4	3	-4	1	2	3	0	0	4
COc1ccc(OC)c(NC(=O)CSc2nnc(-c3ccco3)o2)c1	-0.1	-4	-9	2	9	2	12	0	-7	-8
O=C(CN1CCCCCC1)NCCN1C(=O)S/C(=C\c2ccccc2Cl)C1=O	0.3	1	-12	2	8	-1	-12	0	-6	-10
CCOc1ccc(NC(=S)NC(=O)/C=C/c2ccc(Br)cc2)c([N+](=O)[O-])c1	0.1	-3	5	0	-7	-5	10	1	4	0
COC(=O)c1cc(NC(=O)c2cc(-c3ccc(OC)cc3)oc2C(F)(F)F)ccc1N1CCOCC1	-1.0	0	3	-8	1	-2	4	-2	2	17

Additional records:
SMILES	KLK7 zymogen act	ADAM17 inh	ADAM10 inh	DDE Tn6 FP inh	ARFGAP1 inhibitor	Tn7 DDE FP	TDP2 absorb	PLC-gamma1 inh	LEDGF integ inh	ASAP1 GAP inh
CCn1c2ccccc2c2cc(NC(=O)C/C(C)=N/NC(=O)c3ccccc3N)ccc21	-2.9	-73	-209	-12	12	-4	-14	-147	-6	27*
COC(=O)c1cccc(CN2C(=O)C(C)Sc3ccc(C)cc32)c1 (stereo unspecified)	0.0	-1	-1	-5	7	0	7	-2	-3	-10
COc1cccc(C(=O)NCc2cccnc2)c1	0.1	-6	-6	-2	5	2	2	-3	0	-18
COc1ccccc1-c1nnc(SCC(=O)NC2CCS(=O)(=O)C2)n1N (stereo unspecified)	0.4	0	-2	0	-9	1	17	2	3	-20
CN(C(=O)CN1C(=O)NC2(CCc3ccccc32)C1=O)C1CCCCC1 (stereo unspecified)	-0.1	-1	0	3	-7	0	8	-5	2	1
CN(Cc1ccc(F)cc1)C(=O)c1sccc1-c1ccccc1	0.5	-1	-1	-9	14	-2	-17	2	-1	-7
O=C(Nc1ccccc1C(=O)NCc1ccco1)Nc1cccc2ccccc12	-8.0	-85	-259	-4	5	-4	-5	-86	-3	-4
CCOC(=O)N1CCc2c(sc3c2c(=O)n(Cc2ccccc2)c(=O)n3CC(=O)NCC2CCCO2)C1 (stereo unspecified)	-0.3	-1	10	-3	2	1	-7	3	-1	-12
NC(=O)Cn1nc([N+](=O)[O-])nc1Oc1ccccc1C(=O)N1CCOCC1	-0.1	-6	-5	-5	5	7	-5	0	-1	-3
Cc1ccccc1N(CC(=O)NCC1CCCO1)C(=O)CCC(=O)Nc1nccs1 (stereo unspecified)	-0.4	-3	1	1	0	0	20	-2	1	-5
COc1ccc(NC(=O)Nc2cccc3ccccc23)cc1OC	-2.2	-13	-61	-1	-7	5	6	-13	-2	11
COc1ccc2cc(C(=O)N3CCC(Cc4ccccc4)CC3)[nH]c2c1	-0.9	2	0	-3	-4	0	-16	-3	5	-6
CCOC(=O)C1CCCN(CCC(C)c2ccccc2)C1 (stereo unspecified)	0.0	-6	2	-5	-3	-8	3	1	-2	10
CCCN(CCC)C(C)C(=O)NCC1(c2ccccc2)CCCC1 (stereo unspecified)	0.7	-2	-5	0	-9	1	-11	-2	-9	9
